Screens deposited in PubChem by Broad Institute.
T cruzi HTS – intracellular Trypanosoma cruzi inhibition; hit rate 4.9% among 22,000; AID 651903; intracellular Trypanosoma cruzi in host cells, plate reader; activity score (inhibition), % at 5.01 µM; in the data active = activity score above about 55%;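 note: parasites and compound incubated about four days before reading; 0% = median of neutral control wells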
INS-1E ATP HTS – preserves ATP levels in cytokine-treated INS-1E cells; hit rate 0.1% among 20,000; protection from cytokine-induced ATP loss, % at 10 µM; INS-1E cytokine-induced death, ATP luminescence, 48 h; normalised: neutral wells 0, positive control 100; AID 488910;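 active = mean replicate protection from cytokine-induced ATP loss at least 50% and at least 75% of replicates each reaching 50%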
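Material: INS-1E rat cells; Quantity: 8000 cells/well; Buffer or medium: phenol-red-free RPMI with 5% fetal bovine serum; Probe or stimulus: cytokine cocktail of IFN-γ, TNF-α and IL-1β; Compound dosing: single test concentration per compound, delivered by pin transfer; Incubation: 48 h co-treatment, 10 min post-lysis read; Signal: CellTiter-Glo luminescence.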
An asterisk follows results filed as active; x = not tested or not shown.

1	C[C@H]1CN([C@@H](C)CO)C(=O)c2cc(N(C)C)ccc2O[C@@H]1CN(C)Cc1ccc(C(F)(F)F)cc1
2	C[C@@H]1CN([C@H](C)CO)C(=O)c2cccc(NC(=O)c3ccncc3)c2O[C@H]1CN(C)Cc1ccc(-c2ccccc2)cc1
3	C[C@H]1CN([C@@H](C)CO)C(=O)Cc2cc(NC(=O)Nc3ccc(C(F)(F)F)cc3)ccc2O[C@H]1CN(C)CC1CCCCC1
4	C[C@H]1CN([C@@H](C)CO)C(=O)c2cccc(NC(=O)c3nc4ccccc4s3)c2O[C@H]1CN(C)C(=O)Nc1ccc(F)cc1
5	C[C@H](CO)N1C[C@H](C)[C@@H](CN(C)C)Oc2c(NC(=O)C3CC3)cccc2C1=O
6	O=C(NO)c1cccc(C(=O)N/N=C/c2cccc(O)c2)c1
7	C[C@@H]1CN([C@@H](C)CO)C(=O)c2cccc(NS(=O)(=O)c3cccs3)c2O[C@H]1CN(C)C
8	C[C@H]1CN([C@@H](C)CO)C(=O)Cc2cc(NC(=O)CCN3CCOCC3)ccc2O[C@H]1CN(C)Cc1ccc2c(c1)OCO2

| Assay by compound | 1 | 2 | 3 | 4 | 5 | 6 | 7 | 8 |
| --- | --- | --- | --- | --- | --- | --- | --- | --- |
| INS-1E ATP HTS | -8 | -22 | -56 | 0 | 1 | 7 | 12 | 10 |
| T cruzi HTS | 17 | 84* | 72* | -10 | -11 | -18 | -3 | -10 |

9	C[C@H]1CN([C@@H](C)CO)C(=O)c2cc(NS(=O)(=O)c3ccc(Cl)cc3)ccc2O[C@@H]1CN(C)Cc1ccc(C(=O)O)cc1
10	C[C@@H]1CN([C@H](C)CO)C(=O)Cc2cc(NC(=O)NC3CCCCC3)ccc2O[C@@H]1CN(C)C(=O)NC1CCCCC1
11	C[C@H](CO)N1C[C@H](C)[C@H](CN(C)Cc2ccc3c(c2)OCO3)Oc2ccc(NC(=O)Nc3ccc(C(F)(F)F)cc3)cc2C1=O
12	C[C@H]1CN([C@@H](C)CO)C(=O)Cc2cc(NC(=O)CCCCCC(=O)Nc3ccccc3N)ccc2O[C@H]1CN(C)C
13	C[C@@H]1CN([C@H](C)CO)C(=O)c2cc(NS(=O)(=O)c3cn(C)cn3)ccc2O[C@@H]1CN(C)S(=O)(=O)c1cn(C)cn1
14	Cc1cccc(CN(C)C[C@H]2OCc3cnnn3CCCC(=O)N([C@H](C)CO)C[C@H]2C)c1
15	C[C@H]1CN([C@@H](C)CO)C(=O)Cc2cc(NC(=O)Nc3ccccc3)ccc2O[C@H]1CN(C)S(=O)(=O)c1ccc(F)cc1
16	COc1ccc(S(=O)(=O)Nc2ccc3c(c2)C(=O)N([C@H](C)CO)C[C@@H](C)[C@@H](CN(C)Cc2ccc4c(c2)OCO4)O3)cc1

| Assay by compound | 9 | 10 | 11 | 12 | 13 | 14 | 15 | 16 |
| --- | --- | --- | --- | --- | --- | --- | --- | --- |
| INS-1E ATP HTS | -3 | 12 | -1 | -4 | 3 | x | -7 | -6 |
| T cruzi HTS | -4 | -16 | -29 | -89 | -5 | 7 | -6 | 11 |

5 entries drawn at random from those above:
15	C[C@H]1CN([C@@H](C)CO)C(=O)Cc2cc(NC(=O)Nc3ccccc3)ccc2O[C@H]1CN(C)S(=O)(=O)c1ccc(F)cc1
10	C[C@@H]1CN([C@H](C)CO)C(=O)Cc2cc(NC(=O)NC3CCCCC3)ccc2O[C@@H]1CN(C)C(=O)NC1CCCCC1
13	C[C@@H]1CN([C@H](C)CO)C(=O)c2cc(NS(=O)(=O)c3cn(C)cn3)ccc2O[C@@H]1CN(C)S(=O)(=O)c1cn(C)cn1
9	C[C@H]1CN([C@@H](C)CO)C(=O)c2cc(NS(=O)(=O)c3ccc(Cl)cc3)ccc2O[C@@H]1CN(C)Cc1ccc(C(=O)O)cc1
14	Cc1cccc(CN(C)C[C@H]2OCc3cnnn3CCCC(=O)N([C@H](C)CO)C[C@H]2C)c1

| Assay by compound | 15 | 10 | 13 | 9 | 14 |
| --- | --- | --- | --- | --- | --- |
| INS-1E ATP HTS | -7 | 12 | 3 | -3 | x |
| T cruzi HTS | -6 | -16 | -5 | -4 | 7 |
